# tuberculosis growth: growth inhibition of non-replicating M. tuberculosis (AID 488890); Mycobacterium tuberculosis non-replicating, growth inhibition; higher % means a stronger effect; inhibition, % at 25 µM, or IC50 in µM where a hit was titrated; 320,000 tested, 0.39% active; in the data active = a potency from the dose series; inconclusive = inhibition mostly from about 82% at the one dose, without a potency; inactive = the rest, 99 in 100 with inhibition below about 76%;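 note: plate controls were DMSO cells for no effect and high antibiotic wells for full effect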
# PhoP GFP inhibition: Inhibition of PhoP regulon, Salmonella typhi GFP reporter cells, confirmation, 4 h (AID 1850). Salmonella Typhi PhoP-promoter GFP reporter, fluorescence, 4 h; higher % means a stronger effect. inhibition, % at 50 µM; hits with a dose series show IC50 in µM. 310,000 tested, 0.33% active; in the data active = a potency from the dose series; inconclusive = inhibition mostly from about 25% at the one dose, without a potency; inactive = the rest, 99 in 100 with inhibition below about 19%;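 note: 0% = induced wells with vehicle and 100% = uninduced wells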
# H1N1 NS1A inhibition: H1N1 influenza NS1A inhibitors, functional cell based assay (AID 504329); NS1A functional cell-based assay, percent inhibition; higher % means a stronger effect; inhibition, % at 12.5 µM, or IC50 in µM where a hit was titrated; 340,000 tested, 0.3% active; in the data active = a potency from the dose series; inconclusive = inhibition above about 27% without an active follow-up result; note: strong numbers were not always called active
# VEEV TC-83 Vero: inhibitors of VEEV TC-83 cytopathic effect, confirmation, Vero cells (AID 588727); Vero cells, VEEV TC-83 cytopathic effect inhibition; higher % means a stronger effect; inhibition, % at 20 µM; hits with a dose series show IC50 in µM; 350,000 tested, 0.13% active; in the data active = a potency from the dose series; inconclusive = inhibition mostly from about 14% at the one dose, without a potency; inactive = the rest, 99 in 100 with inhibition below about 12%; note: strong numbers were not always called active
# M. tuberculosis HTS: M. tuberculosis growth inhibition, HTS (AID 449762); M. tuberculosis H37Rv growth inhibition, 7H9 media; higher % means a stronger effect; 330,000 tested, 0.59% active; one-dose inhibition, % at 25 µM; IC50 in µM for titrated hits; in the data active = a potency from the dose series; inconclusive = inhibition above about 70% without an active follow-up result;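 note: bacterial growth assessed after seven days of incubation; strong numbers were not always called active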
# VEEV TC-83 Vero 10K pilot screen: recorded beside VEEV TC-83 Vero, whose call it bears; inhibition, %; measured here: 10K pilot screen inhibition
# Starred values were filed as active, the others as inactive; i = inactive; u = inconclusive; x = not tested or not shown.
SMILES,tuberculosis growth,PhoP GFP inhibition,H1N1 NS1A inhibition,VEEV TC-83 Vero,M. tuberculosis HTS,others
CSc1nn(-c2ccc(C(=O)OC(C(=O)NC(N)=O)C(C)C)cc2)c(=S)s1 (stereo not given),10%,-51%,-9%,8.1%,51%,
CCOc1ccc(S(=O)(=O)N(C)c2ccc(OCC(=O)Nc3ccc4[nH]c(=O)[nH]c4c3)cc2)cc1,15%,-18%,18%,7.6%,29%,
CC(NC(=O)COC(=O)Cn1cnc2ccccc2c1=O)C1CC2CCC1C2 (stereo not given),10%,-5%,-4%,1.1%,6%,
O=C(OCn1nnc2ccccc2c1=O)c1cc(-c2ccccc2)nc2ccccc12,8%,-5%,-9%,i,-5%,
CCN(CCNC(=O)Nc1ccc(Cl)cc1)c1ccccc1,41%,-6%,8%,i,10%,
CCCCCP(=O)(O)c1ccccc1,0%,4%,3%,2.9%,12%,
COc1ccc(OC)c(-c2nc3cc4ccccc4cc3nc2-c2ccccc2)c1,48%,-9%,-12%,6.0%,8%,
N#Cc1ccccc1OCC(=O)NCC1(N2CCCCC2)CCCCC1,22%,-9%,12%,0.3%,-1%,
CCN1C(=O)[C@@H]2[C@@H](c3ccc(-c4cc(C(C)=O)cs4)cc3)N3CCC[C@@]3(C(=O)OC)[C@@H]2C1=O,x,x,-14%,5.5%,x,
C=CCOC(=O)/C(=C\c1cccc2ccccc12)NC(=O)c1ccccc1,19%,3%,8%,8.7%,0%,
Cc1nn2c(-c3ccncc3)nnc2c2ccccc12,-1%,-7%,2%,5.6%,2%,
COc1ccc2c(c1)N1CCN=C1N2C,1%,9%,-6%,0.6%,-1%,
Cc1cc(NC(=O)CO/N=C/c2ccc3c(c2)OCO3)ccc1Br,x,8%,2%,0.7%,-1%,
COc1ccccc1OCCn1cc(/C=N/NC(=O)c2ccncc2)c2ccccc21,48%,1%,-5%,7.7%,u,
Cc1ccc(OC(C)C(=O)Nc2cc(C)on2)cc1 (stereo not given),37%,-1%,1%,1.6%,-6%,
COc1ccc([C@@H]2CC=C(C(=O)O)[C@H](c3ccc(F)cc3)N2S(=O)(=O)c2ccc(Cl)cc2)cc1,14%,7%,3%,1.4%,3%,
C1CCN=C(Nc2nn[nH]n2)CC1,-6%,-6%,-28%,2.6%,1%,
Cc1ccc(Cn2cc(S(=O)(=O)c3ccc(Cl)cc3)c(=O)c3cc(F)ccc32)cc1,-21%,-8%,-1%,1.1%,-11%,
CC(C)=CCC[C@](C)(O[C@@H]1O[C@H](CO[C@@H]2OC[C@@H](O)[C@H](O)[C@H]2O)[C@@H](O)[C@H](O)[C@H]1O)C1CC[C@]2(C)C1[C@H](O)CC1[C@@]3(C)CC[C@H](O[C@@H]4O[C@H](CO)[C@@H](O)[C@H](O)[C@H]4O)C(C)(C)C3CC[C@]12C (stereo not given in full),15%,x,6%,0.6%,2%,
O=C(COc1ccccc1)NCC(=O)N/N=C/c1ccc(O)cc1O,-23%,6%,6%,7.5%,3%,

# Structural class, the entries above with four or more nitrogen atoms.
SMILES,tuberculosis growth,PhoP GFP inhibition,H1N1 NS1A inhibition,VEEV TC-83 Vero,M. tuberculosis HTS,others
CSc1nn(-c2ccc(C(=O)OC(C(=O)NC(N)=O)C(C)C)cc2)c(=S)s1 (stereo not given),10%,-51%,-9%,8.1%,51%,
CCOc1ccc(S(=O)(=O)N(C)c2ccc(OCC(=O)Nc3ccc4[nH]c(=O)[nH]c4c3)cc2)cc1,15%,-18%,18%,7.6%,29%,
O=C(OCn1nnc2ccccc2c1=O)c1cc(-c2ccccc2)nc2ccccc12,8%,-5%,-9%,i,-5%,
Cc1nn2c(-c3ccncc3)nnc2c2ccccc12,-1%,-7%,2%,5.6%,2%,
COc1ccccc1OCCn1cc(/C=N/NC(=O)c2ccncc2)c2ccccc21,48%,1%,-5%,7.7%,u,
C1CCN=C(Nc2nn[nH]n2)CC1,-6%,-6%,-28%,2.6%,1%,

# Continued.
SMILES,tuberculosis growth,PhoP GFP inhibition,H1N1 NS1A inhibition,VEEV TC-83 Vero,M. tuberculosis HTS,others
COc1ccc(-c2cc(=O)oc3cc(OCC(=O)NCc4ccccn4)ccc23)cc1,-4%,-1%,-1%,6.5%,-3%,
COc1ccccc1CNC(=O)Cn1nc(C)c([N+](=O)[O-])c1C,29%,7%,-14%,1.1%,-5%,
NS(=O)(=O)c1ccc(CNC(=O)C(c2ccccc2)c2ccccc2)cc1,1%,0%,3%,0.4%,-9%,
COC(=O)c1ccc(Cl)c(NC(=O)CN(c2ccc(OC)cc2)S(=O)(=O)c2ccccc2)c1,4%,11%,-2%,7.3%,2%,
COc1cc2[nH]c(=S)n(CC3CCCO3)c(=O)c2cc1OC (stereo not given),1%,29%,3%,0.7%,2%,
Cc1cccc(Nc2nc(-c3ccc(O)cc3O)cs2)n1,-5%,-5%,19%,9.9%,6%,
O=C1CN(C(=O)COC(=O)c2cccc(Br)c2)c2ccccc2N1,-6%,x,5%,0.7%,0%,
COc1ccccc1N1CCN(C(=O)c2ccc3[nH]c4c(c3c2)CC(C)CC4)CC1 (stereo not given),-9%,-6%,15%,2.8%,69%,
COc1ccc(Cl)cc1C(=O)NNC(=O)CSc1nncn1C,-3%,x,-9%,2.2%,-7%,
CN1CCN(c2ccc(C(=O)c3cn(-c4ccc(F)c(Cl)c4)nn3)cc2)CC1,u,24%,-1%,i,>100µM*,
O=C(NCC1CCCO1)c1cc2ccccc2o1 (stereo not given),70%,-4%,-2%,0.3%,3%,
CC(C)(C)OC(=O)N1CCC[C@H]1C(=O)N/N=C/c1ccc2nccnc2c1,-9%,-11%,-22%,10%,-7%,
COc1ccc(NS(=O)(=O)c2ccc(C)c(C(=O)NCC(c3cccs3)N3CCOCC3)c2)cc1 (stereo not given),12%,-7%,-2%,6.1%,-2%,
S=C(c1ccc(N2CCOCC2)cc1)N1CCCCC1,-6%,-10%,7%,i,-2%,
CCOC(=O)Cn1c(-c2cccnc2)nc(-c2ccccc2)c1-c1ccccc1,1%,11%,-1%,i,0%,
Cc1ccc(C2=NN(CCC(=O)NCc3ccc4c(c3)OCO4)C(=O)CC2)cc1,5%,-1%,-4%,0.5%,3%,
COC(=O)Cc1csc(Nc2ccc(Cl)cc2)n1,76%,6%,0%,2.1%,-14%,
COc1ccc2oc(=O)c(C(=O)NCCc3ccc(OC)c(OC)c3)cc2c1,5%,5%,-24%,0.7%,1%,
CCc1cccc(OCC(O)Cn2c(N3CCCCC3)nc3c2c(=O)[nH]c(=O)n3C)c1 (stereo not given),2%,-3%,-8%,6.8%,2%,
CCN(CC)CCCOc1ccc(Cl)c(Cl)c1,-6%,-2%,14%,0.1%,4%,

# Next section (5 carried over from the part before).
SMILES,tuberculosis growth,PhoP GFP inhibition,H1N1 NS1A inhibition,VEEV TC-83 Vero,M. tuberculosis HTS,others
Cc1ccc(C2=NN(CCC(=O)NCc3ccc4c(c3)OCO4)C(=O)CC2)cc1,5%,-1%,-4%,0.5%,3%,
COC(=O)Cc1csc(Nc2ccc(Cl)cc2)n1,76%,6%,0%,2.1%,-14%,
COc1ccc2oc(=O)c(C(=O)NCCc3ccc(OC)c(OC)c3)cc2c1,5%,5%,-24%,0.7%,1%,
CCc1cccc(OCC(O)Cn2c(N3CCCCC3)nc3c2c(=O)[nH]c(=O)n3C)c1 (stereo not given),2%,-3%,-8%,6.8%,2%,
CCN(CC)CCCOc1ccc(Cl)c(Cl)c1,-6%,-2%,14%,0.1%,4%,
COc1ccc(C2C3(C#N)C(N)=NC(OC)(OC)C23C#N)cc1 (stereo not given),-1%,3%,-10%,1.9%,3%,
CC(C)CCN(C(=O)COc1ccc(C#N)cc1)c1c(N)n(Cc2ccccc2)c(=O)[nH]c1=O,8%,5%,x,x,55%,
O=C(NCc1ccccc1)NC1CCCCC1,6%,6%,-1%,0.6%,-2%,
Cc1cc(=O)[nH]c(N2CCN(Cc3ccccc3)CC2)n1,12%,-7%,-2%,0.9%,-2%,
CC1Cc2ccccc2N1C(=O)COC(=O)CCc1nc2ccccc2c(=O)[nH]1 (stereo not given),-1%,1%,0%,2.0%,-5%,
CCN(CC(=O)Nc1ccccc1C(F)(F)F)C(=O)c1ccc2c(=O)n3c(nc2c1)CCC3,3%,x,-6%,2.9%,-6%,
COc1ccc(-c2oc3ccc(N4CCOCC4)cc3c2C#Cc2ccc(N)cc2)cc1,-19%,2%,-3%,1.2%,u,
CCOC(=O)C1=C(CSc2nc(C)ccc2C#N)OC(N)=C(C#N)C1c1cccc(OC)c1OC (stereo not given),32%,5%,-6%,4.0%,-7%,
Cc1nc2ccccc2n1CC(=O)OCC(=O)NCCc1ccccc1,4%,-1%,-16%,1.0%,-4%,
COc1ccc(C2=NN3C(C2)c2ccccc2OC3c2cccs2)cc1 (stereo not given),71%,39%,3%,2.8%,-3%,
COc1ccc(-c2ccc(CCC(=O)O)n2NC(=O)c2ccc(C(C)(C)C)cc2)cc1,14%,-1%,5%,1.2%,-1%,
O=C1NC2(CCCc3ccccc32)C(=O)N1CCOc1ccc(Br)cc1 (stereo not given),11%,5%,1%,i,-5%,VEEV TC-83 Vero 10K pilot screen=0.2
Nc1cccc(-c2ccc(CO)o2)c1,12%,0%,-3%,i,10%,
Cc1ccc(/C=N/NC(=O)CN2CCN(Cc3ccccc3Cl)CC2)o1,8%,9%,-11%,0.3%,2%,
Cc1ccc(S(=O)(=O)NC(CC(=O)N2CCC3(CC2)OCCO3)c2ccco2)cc1 (stereo not given),-12%,-3%,8%,0.5%,-1%,
Cc1onc(-c2ccccc2)c1C(=O)NC(=S)NNC(=O)c1ccccc1O,6%,2%,20%,u,4%,
COc1ccc(Cc2nc3ccc(C(=O)NCCc4cccc(C)n4)cc3o2)cc1,39%,15%,2%,4.0%,4%,
Nn1c(SCC(=O)Nc2ccc3c(c2)OCO3)nnc1-c1ccc(Cl)cc1,-3%,-3%,-3%,i,0%,
COc1ccccc1NC(=O)CSc1nnc(Cc2cc(=O)[nH]c(=O)[nH]2)n1-c1ccccc1,5%,-10%,-3%,4.4%,-2%,
O=C(COc1cccc(F)c1)Oc1ccc(C(=O)c2ccccc2)cc1,u,3%,-5%,1.2%,12%,
NCCCCCc1nnc(SC/C=C/c2ccccc2)o1,16%,0%,-2%,i,10%,
Cc1ccc(Cl)cc1N(CC(=O)N1CCCCCC1)S(C)(=O)=O,18%,-3%,-1%,0.6%,-4%,VEEV TC-83 Vero 10K pilot screen=0.5
CCOc1ccc(C2C(C#N)=C(N)Oc3cc(O)ccc32)cc1OCC (stereo not given),9%,2%,2%,1.5%,5%,
Cc1ccc(Cn2ncc(Cl)c(Cl)c2=O)cc1,u,-5%,-7%,u,12%,
COC(=O)c1cccc(Nc2nc(-c3ccncc3)nc3ccccc23)c1,-13%,-10%,-8%,u,5%,
Cc1ccc(C(=O)NCC(=O)NCc2cc(=O)n(C)c(=O)n2C)cc1,-6%,-8%,-1%,1.6%,-6%,
COc1ccc(NC(=O)COC(=O)Cc2c(F)cccc2Cl)cc1OC,47%,-5%,3%,1.5%,8%,
CN(C)c1cccc(C(=O)NNC(=O)/C=C/c2cccs2)c1,-3%,x,-7%,0.9%,6%,
CC(=O)Nc1ccc(S(=O)(=O)Nc2ccc(S(=O)(=O)N3CCCC3)cc2)cc1,-5%,-8%,4%,0.6%,-7%,
COc1ccc2occ(C(=O)c3ccc(N)cc3)c2c1,8%,6%,-22%,5.7%,1%,
O=C(CN1CCN(C(=O)c2ccco2)CC1)Nc1ccc(Cl)c(C(F)(F)F)c1,70%,5%,6%,4.0%,u,
Clc1ccc2oc(-c3cccnc3)nc2c1,-8%,4%,8%,9.2%,-5%,
CCCc1cc(=O)[nH]c(SCC(=O)NN(c2ccccc2)c2ccccc2)n1,-5%,-2%,3%,1.5%,-6%,
COC(=O)c1ccc(C(=O)OC)c(NC(=O)COC(=O)C2CCCCC2)c1,x,-19%,3%,1.4%,0%,

# Assay outcomes: PubChem, Southern Research Specialized Biocontainment Screening Center
